IL-1B inflam inh: qHTS for Inhibitors of Inflammasome Signaling: IL-1-beta AlphaLISA Primary Screen | THP-1 LPS/ATP IL-1B secretion, AlphaLISA, 16 h; hits give low values | actives 4.7% (n = 360,000) | activity change, % at 57.5 µM; in the data active = activity change below about -50%; inconclusive = mostly about -30% to -49%; also: % is scaled to controls: 0 for no effect and ±100 for the full control effect
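THP-1 cells pretreated 1 hr with compounds (up to 57.5 uM final), then stimulated with LPS (250 ng/mL final) plus ATP (1.25 mM final); secreted IL-1B measured by AlphaLISA after 16 hr, decreased signal indicating inhibition.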
HepG2 viability: qHTS for Inhibitors of TGF-b: Cytotox Counterscreen. HepG2 CAGA-GFP viability, ATP luminescence, 18 h. Potency, µM (doses to about 46.1 µM), for inactives: top-dose activity change, negative = cytotoxicity, usual class: cytotoxic. actives 0.76% (n = 410,000); also: potency is read from the fitted curve at half-maximal effect; some results filed as inactive show a strong effect at the top dose
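HepG2 CAGA-GFP cells (1000/well, DMEM with 1% FBS) received compound, then TGF-beta at 500 pg/mL final, and were incubated 18 hours at 37 degrees C. Viability was read by CellTiter-Glo luminescence. Media-only wells were set as complete cell-killing and DMSO as no toxicity.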
ATXN2 expr inh: Primary qHTS for Inhibitors of ATXN expression. Potency, µM (titrated, usually from 57 µM), for inactives: at the highest dose activity change, negative = inhibition, hits mostly inhibitors. HEK-293 ATXN2-luciferase reporter, luminescence, 24 h. actives 0.72% (n = 360,000). AID 1745845, 2022; also: potency is read from the fitted curve at half-maximal effect; % is scaled to controls: 0 for no effect and ±100 for the full control effect; nearly all actives have a fitted effect of over 55% in size
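ATXN2-luciferase reporter cells (luciferase flanked by upstream and downstream ATXN2 gene portions) were treated 24 h at 37 °C with compounds at up to 57 uM. SteadyGlo luminescence gave expression; GF-AFC fluorescence gave viability.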
MCF10A rereplic: A quantitative high throughput screen for small molecules that induce DNA re-replication in MCF 10a normal breast cells. Potency, µM (doses to about 46.1 µM), inactives show at the highest dose activity, positive = re-replication, usual class: activators. MCF 10A DNA re-replication, Hoechst nuclear intensity, 48 h. actives 2.9% (n = 350,000). AID 624296, 2012; also: potency is read from the fitted curve at half-maximal effect; % of control where 0% means no effect; nearly all actives have a fitted effect of over 50% in size
KB-3-1 tox: qHTS assay for MDR1-selective chemotherapeutics: Primary screen using the parental adenocarcinoma cell KB-3-1. KB-3-1 viability, CellTiter-Glo ATP luminescence, 72 h. Potency, µM (titrated, usually from 46.1 µM), for inactives: at the top dose activity change, negative = cytotoxic, hits mostly cytotoxic. actives 1.4% (n = 400,000). AID 1347075, 2019; also: potency is read from the fitted curve at half-maximal effect; % is scaled to controls: 0 for no effect and ±100 for the full control effect; nearly all actives have a fitted effect of over 60% in size
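Cytotoxicity measured as CellTiter-Glo luminescence after 72 h at 37 C. Compound titrations were pinned onto drug-naive KB-3-1 parental adenocarcinoma cells grown in DMEM with 10% FBS, and normalized data fitted to concentration-response curves.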
HT1080 IDH1KD tx: qHTS for induction of synthetic lethality in tumor cells producing 2HG: qHTS for the HT-1080-IDH1KD cell line | HT-1080 IDH1 knockdown viability, ATP luminescence, 48 h | Potency, µM (highest dose often 46.1 µM), inactives show top-dose activity, negative = toxicity, actives largely listed as cytotoxic | actives 2% (n = 360,000) | AID 686971, 2013;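 also: potency is read from the fitted curve at half-maximal effect; 0% = DMSO wells and -100% = cell-free medium wells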
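HT-1080-IDH1KD cells (IDH1 knocked down), 750/well in RPMI with 5% FBS, treated with compound 48 h at 37 degrees C. Viability by CellTiter-Glo luminescence, normalised to DMSO and no-cell wells; concentration-response curves classed.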
ATXN viability: Viability Counterscreen for Primary qHTS for Inhibitors of ATXN expression. AID 651635, 2014. S2 cells (HEK-293 line with an ATXN2-luciferase reporter) viability, CellTiter-Fluor protease fluorescence, 24 h. Potency, µM (series often up to 56.7 µM), hits mostly cytotoxic. actives 0.49% (n = 400,000); also: potency is read from the fitted curve at half-maximal effect; nearly all actives have a fitted effect of over 40% in size
HT1080NT lethal: qHTS for induction of synthetic lethality in tumor cells producing 2HG: qHTS for the HT-1080-NT fibrosarcoma cell line; Potency, µM (series often up to 46.1 µM), for inactives: top-dose activity, negative = less viability, usual class: cytotoxic; HT-1080-NT fibrosarcoma viability, CellTiter-Glo ATP luminescence, 48 h; actives 1.6% (n = 360,000); AID 686970, 2013;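 also: NT is the 2HG producing partner of a matched IDH1 knockdown line; potency is read from the fitted curve at half-maximal effect; 0% = DMSO-treated cells and -100% = media-only wells without cells; nearly all actives have a fitted effect of over 55% in size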
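A 48-hour cytotoxicity screen used HT-1080-NT cells plated 2 hours before compound delivery. ATP-based CellTiter-Glo luminescence measured viability, normalized to DMSO and no-cell controls.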
SW480 rerep: A quantitative high throughput screen for small molecules that induce DNA re-replication in SW480 colon adenocarcinoma cells; Potency, µM (titrated, usually from 46.1 µM), inactives show top-dose re-replication activation, hits mostly activators; actives 1.8% (n = 340,000); SW480 DNA re-replication, Hoechst DNA content imaging, 48 h; AID 624297, 2012; also: potency is read from the fitted curve at half-maximal effect; % of control where 0% means no effect; nearly all actives have a fitted effect of over 55% in size
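Treated cells incubate 48 hr (37 C, 5% CO2), are stained 40 min with Hoechst, and nuclear fluorescence is enumerated; a rise in nuclei with high DNA signal marks re-replication.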
* marks the source's active call; other numbers are inactive results; i = inactive; ? = inconclusive; . = no result given; [ ] = remark or other dose. Unless noted, calls follow the shape of the dose curve; as a rule, active = well fitted curve in the direction sought with a large enough effect; inconclusive = small, poorly fitted or top-dose-only effect, or another doubt; inactive = no such curve, though single readings can be large; an effect the other way counts as inactive or inconclusive.

1: O=C(CSc1ccsc1[N+](=O)[O-])N1CCCCCC1
2: CN(CC(=O)Nc1cccc(F)c1)C(=O)CCC1CCCCC1
3: CC(NC(=O)c1c(N)[nH]c(C(=O)c2ccccc2)c1-c1ccccc1Br)c1cccc2ccccc12 (stereo not given)
4: COC(=O)c1csc(-c2ccc(CO)o2)n1
5: OC(COC(c1ccc(F)cc1)c1ccc(F)cc1)CN1CCCC1 (stereo not given)
6: CCOC(=O)N1CCN(Cc2nc3c(c(=O)n(C)c(=O)n3C)n2Cc2ccccc2)CC1
7: Cc1cccc(N(CC(=O)NCCc2ccccc2)C(=O)CCC(=O)Nc2ccccn2)c1C
8: CC(C)Cc1ccc(S(=O)(=O)N2CCN(c3ccccn3)CC2)cc1
Screen / compound no.	1	2	3	4	5	6	7	8
IL-1B inflam inh	-26	-2	-12	26	3	25	-5	-3
HepG2 viability	4%	-26%	.	3%	0%	5%	-15%	-13%
ATXN2 expr inh	.	-4%	-34%	7%	.	-3%	1%	2%
MCF10A rereplic	11%	10%	.	.	-1%	0%	4%	11%
KB-3-1 tox	8%	-2%	?	0%	1%	?	-4%	-16%
HT1080 IDH1KD tx	2%	-4%	?	0%	-1%	2%	-19%	15%
ATXN viability	i	i	?	i	i	?	i	i
HT1080NT lethal	-3%	-17%	?	?	-1%	5%	-2%	7%
SW480 rerep	?	-2%	.	.	-27%	4%	6%	-6%

The last 2 compounds of the part above open the next one.
7: Cc1cccc(N(CC(=O)NCCc2ccccc2)C(=O)CCC(=O)Nc2ccccn2)c1C
8: CC(C)Cc1ccc(S(=O)(=O)N2CCN(c3ccccn3)CC2)cc1
9: CN(c1ccccc1)c1ccc(/C=C(\C#N)c2nnc3n2CCCCC3)cc1[N+](=O)[O-]
10: CN(CC1CCN(CCc2cccc(C(F)(F)F)c2)CC1)C(=O)c1ccccc1
11: CCn1nc(C)c(CNC(=O)c2cc(COc3ccccc3SC)on2)c1C
12: Cc1ccc(CNC(=O)c2ccc(S(=O)(=O)N(C)C)cc2)n1C
13: Cc1cccc(C)c1OC(=O)CN1C(=O)c2ccccc2C1=O
14: Cc1ccc(O)c(-c2cc(C(=O)NCc3ccc4c(c3)OCO4)[nH]n2)c1
15: COc1ccc2cc(C3=CC(=O)CC(C)(C)C3=O)ccc2c1
16: Cn1c2ccccc2c2cnn(CC(=O)Nc3cccc(F)c3)c(=O)c21
Screen / compound no.	7	8	9	10	11	12	13	14	15	16
IL-1B inflam inh	-5	-3	-106*	0	-12	2	11	?	18	?
HepG2 viability	-15%	-13%	-34%	-25%	0%	-14%	0%	2%	-6%	-13%
ATXN2 expr inh	1%	2%	13%	-18%	-34%	-1%	8%	15%	16%	0%
MCF10A rereplic	4%	11%	?	?	-1%	-1%	-1%	-23%	.	3%
KB-3-1 tox	-4%	-16%	?	0%	-27%	-1%	1%	1%	-3%	-2%
HT1080 IDH1KD tx	-19%	15%	?	11%	-9%	-1%	2%	8%	-4%	-12%
ATXN viability	i	i	i	i	i	i	i	i	i	i
HT1080NT lethal	-2%	7%	-9%	3%	-10%	6%	3%	11%	-12%	3%
SW480 rerep	6%	-6%	-5%	-32%[inhibitor]	1%	-13%	-5%	-5%	.	-3%

17: COCCCN1CN=C(Nc2nc3ccccc3o2)NC1
18: CCOC(=O)Cn1nnnc1C
19: CC1(C)CC(=O)C(C=NCCN2CCN(CCc3ccccc3)CC2)=C(O)C1
20: Cc1ccc(NS(=O)(=O)c2ccc3c(c2)CCN3C(=O)C2CC2)c(C)c1
21: COC(=O)C1=C(C)NC(=O)/C1=C\c1cc(C)n(-c2cc(C)cc(C)c2)c1C
22: COC(=O)c1ccc(OC)c(Cn2c(=O)n(C)c(=O)c3ccccc32)c1
23: Cc1cc(N(C)Cc2ccccc2)nc2cc(O)ccc12
24: Cc1cc(C)c(S(=O)(=O)NCCCn2ccnc2)c(C)c1
Screen / compound no.	17	18	19	20	21	22	23	24
IL-1B inflam inh	-14	0	-16	.	-60*	24	-56*	-12
HepG2 viability	-33%	12%	-32%	3%	4%	-2%	2%	1%
ATXN2 expr inh	27%	-19%	-8%	-10%	-5%	-2%	28%	-9%
MCF10A rereplic	0%	-3%	-2%	.	?	0%	-9%	-3%
KB-3-1 tox	-1%	4%	-13%	-13%	?	1%	-15%	-13%
HT1080 IDH1KD tx	3%	10%	-15%	.	?	-9%	?	-1%
ATXN viability	i	i	i	?	i	i	.	i
HT1080NT lethal	19%	7%	-19%	.	-10%	-12%	?	-5%
SW480 rerep	-2%	0%	-4%	.	13%	-4%	0%	-7%

25: CCC(c1nnnn1Cc1ccc(F)cc1)N1CCN(C2CCCCC2)CC1 (stereo not given)
26: O=c1n(Cc2ccc(Cl)cc2)c2sc3c(c2c2ncnn12)CCCC3
27: O=C(CCCN1C(=O)C2CCCCN2C1=O)N1CCN(c2ccc([N+](=O)[O-])cc2)CC1 (stereo not given)
28: COc1cccc(CN(Cc2ccccc2F)S(=O)(=O)c2ccc(S(=O)(=O)NCc3ccccc3)cc2)c1
29: CCOc1ccc(N2C(=O)/C(=C/c3ccc(C)o3)N(C)C2=S)cc1
30: COc1ccc2nc3oc(C(=O)N4CCN(c5cccc(C(F)(F)F)c5)CC4)cc3cc2c1
31: Cc1nn2c(-c3ccc(S(=O)(=O)N4CCN(C)CC4)o3)nnc2c2ccccc12
32: O=C(CCSc1nc2cc(Cl)ccc2o1)N1CCOCC1
Screen / compound no.	25	26	27	28	29	30	31	32
IL-1B inflam inh	?	-20	-12	12	10	17	-20	8
HepG2 viability	-33%	12%	0%	-1%	35%	-12%	0%	-4%
ATXN2 expr inh	-11%	?	-9%	-33%	-13%	-4%	-6%	-6%
MCF10A rereplic	28%	?	0%	2%	?	5%	13%	15%
KB-3-1 tox	?	?	-8%	-6%	-7%	-3%	-9%	-8%
HT1080 IDH1KD tx	-12%	3%	-1%	1%	4%	-1%	-15%	0%
ATXN viability	i	?	i	i	?	i	i	i
HT1080NT lethal	-13%	0%	-6%	-1%	10%	3%	-2%	-5%
SW480 rerep	2%	-5%	-8%	-22%	?	1%	0%	1%

33: CCN(CC)C(=O)c1[nH]cnc1C(=O)N[C@@H](Cc1ccccc1)C(=O)OC(C)(C)C
34: CCCCOc1c(Br)cc(/C=C2\N=C(C)OC2=O)cc1OCC
35: Cc1ccc(-c2c(C#N)c(N)nc3c2CCCCCC3)o1
36: CCc1ccc2c(c1)cc(CN(C(=S)Nc1ccc(Cl)cc1)C1CC1)c1nnnn12
37: CCCN(CC(=O)Nc1ccccc1C)C(=O)CCCOc1ccc(Br)cc1
38: COc1ccc(Cn2c(O)c(C=Nc3ccc(C)cc3)c3ccccc3c2=O)cc1
39: Cc1ccc2c(c1)-c1c(ssc1=S)C(C)(C)N2C(=O)c1ccco1
40: O=C(NN1CCOCC1)c1cccc(Br)c1
Screen / compound no.	33	34	35	36	37	38	39	40
IL-1B inflam inh	28	-10	4	14	4	-13	-57*	.
HepG2 viability	-39%	0%	-1%	-2%	-28%	4%	-15%	14%
ATXN2 expr inh	-1%	-38%	-3%	0%	.	-13%	?	9%
MCF10A rereplic	0%	1%	-1%	8%	0%	-4%	15%	-17%
KB-3-1 tox	26%	10%	-9%	-1%	-7%	6%	-9%	-8%
HT1080 IDH1KD tx	-6%	-6%	14%	-1%	-11%	27%	?	14%
ATXN viability	i	?	i	i	i	i	i	i
HT1080NT lethal	2%	-2%	4%	-29%	-1%	3%	?	13%
SW480 rerep	-13%	1%	7%	1%	3%	-21%	?	-6%

In the list so far, 2 contain a CF3 group.
10: CN(CC1CCN(CCc2cccc(C(F)(F)F)c2)CC1)C(=O)c1ccccc1
30: COc1ccc2nc3oc(C(=O)N4CCN(c5cccc(C(F)(F)F)c5)CC4)cc3cc2c1
Screen / compound no.	10	30
IL-1B inflam inh	0	17
HepG2 viability	-25%	-12%
ATXN2 expr inh	-18%	-4%
MCF10A rereplic	?	5%
KB-3-1 tox	0%	-3%
HT1080 IDH1KD tx	11%	-1%
ATXN viability	i	i
HT1080NT lethal	3%	3%
SW480 rerep	-32%[inhibitor]	1%

Following part:
41: COc1ccccc1NC(=O)C(Cc1ccccc1)NS(=O)(=O)c1ccc2c(c1)c(=O)n(C)c(=O)n2C (stereo not given)
42: CCC1CCCCN1CCCNC(=O)Cn1ncc2c([nH]c3ccc(C)cc32)c1=O (stereo not given)
43: COCCN(Cc1ccccc1)C(=O)c1ccc2c(c1)NC(=O)CS2
44: COc1ccc(CCNS(=O)(=O)c2cccc([N+](=O)[O-])c2)cc1OC
45: COc1cc(C)c(C(=O)Oc2cc(C)c(C(=O)O)c(O)c2C)c(O)c1C(=O)O
46: CCCNC(=O)C12CCC(C)(c3nc4cc(C)c(C)cc4nc31)C2(C)C (stereo not given)
47: COc1ccc2ccc(O)c(CN(C)CC(=O)Nc3ccccc3C(F)(F)F)c2c1
Screen / compound no.	41	42	43	44	45	46	47
IL-1B inflam inh	.	-19	-13	-1	10	-10	-23
HepG2 viability	-31%	-14%	-89%	-2%	-2%	-35%	-156%
ATXN2 expr inh	-5%	7%	2%	7%	7%	-26%	3%
MCF10A rereplic	.	1%	-4%	?	3%	?	?
KB-3-1 tox	-1%	0%	-11%	1%	14%	-2%	-2%
HT1080 IDH1KD tx	.	-4%	-1%	-2%	-1%	-10%	-30%
ATXN viability	?	i	i	i	i	i	i
HT1080NT lethal	.	-16%	-2%[9.24 µM]	-7%	22%	-11%	?
SW480 rerep	.	-27%	-18%	6%	-3%	12%	-22%

Source: PubChem BioAssay (National Center for Advancing Translational Sciences (NCATS))
